Bioassay records: PubChem BioAssay, several laboratories
CHRM4 PAM: human M4 muscarinic receptor positive allosteric modulators, primary screen, CHO-K1 cells, Fluo-8 calcium fluorescence; hit rate 0.4% among 360,000; activation, % at 3 µM; CHO-K1 hM4/Gqi5, ACh EC20; 0% = ACh EC20, 100% = maximal ACh; Muscarinic acetylcholine receptor M4 (Homo sapiens), P08173;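 active = activation above its plate's cutoff, the mean activation of sample wells plus 3 SD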; note: some results filed as inactive read as strong as hits
Target sequence (P08173 whole entry, looked up): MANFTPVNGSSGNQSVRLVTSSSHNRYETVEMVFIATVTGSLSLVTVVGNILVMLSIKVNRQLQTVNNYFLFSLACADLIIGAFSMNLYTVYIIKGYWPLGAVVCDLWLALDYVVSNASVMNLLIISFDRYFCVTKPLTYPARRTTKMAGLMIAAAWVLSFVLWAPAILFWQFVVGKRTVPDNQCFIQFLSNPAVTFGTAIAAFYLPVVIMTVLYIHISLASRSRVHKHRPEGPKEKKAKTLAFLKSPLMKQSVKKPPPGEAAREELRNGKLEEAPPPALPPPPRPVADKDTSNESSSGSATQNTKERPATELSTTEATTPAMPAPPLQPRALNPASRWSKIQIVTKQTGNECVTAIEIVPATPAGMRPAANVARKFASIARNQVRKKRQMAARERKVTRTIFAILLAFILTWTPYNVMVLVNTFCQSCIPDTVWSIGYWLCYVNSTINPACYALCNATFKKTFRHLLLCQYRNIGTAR
M4 ag: human M4 muscarinic receptor agonists, primary screen, CHO-K1 cells, Fluo-8 calcium fluorescence; Muscarinic acetylcholine receptor M4 (Homo sapiens), P08173; CHO-K1 hM4/Gqi5; vehicle 0%, full acetylcholine response 100%; hit rate 0.14% among 360,000; activation, % at 3 µM;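 active = activation above the run mean over all test wells plus 3 SD, cut at about 32% in these data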;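 note: peak over basal fluorescence ratio per well then scaled between controls; 0% = DMSO wells and 100% = acetylcholine at EC100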
CHRM5 antagonist: human M5 muscarinic receptor antagonists, primary screen, CHO cells, Fluo-8 calcium fluorescence | Muscarinic acetylcholine receptor M5 (Homo sapiens), P08912 | CHO-hM5 cells, ACh EC80 | inhibition, % at 3 µM | hit rate 0.59% among 360,000;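 active = inhibition above a per-plate cutoff, the mean of that plate's test compounds plus 3 SD, cut at about 27% in these data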;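 note: 0% = acetylcholine EC80 with DMSO and 100% = DMSO without agonist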
Target sequence (P08912 whole entry, looked up): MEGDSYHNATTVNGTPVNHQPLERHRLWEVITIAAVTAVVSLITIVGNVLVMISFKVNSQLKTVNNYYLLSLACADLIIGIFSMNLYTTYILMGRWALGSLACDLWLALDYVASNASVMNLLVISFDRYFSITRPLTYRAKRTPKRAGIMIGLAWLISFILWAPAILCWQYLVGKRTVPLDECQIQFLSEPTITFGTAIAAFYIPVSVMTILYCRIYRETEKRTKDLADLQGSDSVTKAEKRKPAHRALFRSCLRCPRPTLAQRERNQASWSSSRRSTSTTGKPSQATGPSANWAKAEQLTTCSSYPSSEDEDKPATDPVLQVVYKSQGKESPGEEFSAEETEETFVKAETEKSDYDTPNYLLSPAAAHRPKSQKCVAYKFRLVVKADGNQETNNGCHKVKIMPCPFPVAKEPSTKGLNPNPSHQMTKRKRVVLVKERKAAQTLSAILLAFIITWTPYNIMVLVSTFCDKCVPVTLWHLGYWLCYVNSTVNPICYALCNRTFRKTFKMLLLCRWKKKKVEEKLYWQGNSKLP
M1 antag: human M1 muscarinic receptor antagonists, primary screen, CHO-K1 cells, Fluo-8 calcium fluorescence, 1536-well | Muscarinic acetylcholine receptor M1 (Homo sapiens), P11229 | CHO-K1 hM1, ACh EC80 antagonist | inhibition, % at 3 µM | hit rate 1.3% among 360,000 | AID 588852, 2011;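 active = percent inhibition above its own plate's cutoff, namely the mean of that plate's compound wells plus 3 SD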;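 note: peak over basal fluorescence ratio during 140 s after agonist addition; 0% = ACh EC80 plus DMSO and 100% = DMSO alone without agonist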
M5 PAM: human M5 muscarinic receptor positive allosteric modulators, primary screen, CHO-K1 cells, Fluo-8 calcium fluorescence | activation, % at 3 µM | CHO-K1 hM5, ACh EC20 PAM; 0% = ACh EC20, 100% = ACh EC100 | hit rate 0.3% among 360,000 | Muscarinic acetylcholine receptor M5 (Homo sapiens), P08912 | AID 624038, 2012;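 active = activation above the run cutoff, the mean activation of all test compounds plus 3 SD, cut at about 18% in these data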
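Assay system – human M5 receptor in CHO-K1 cells · Read-out – % activation, ACh-normalized · Technique – Fluo-8 calcium fluorescence · Dosing – single-point, 3 µM nominal · Incubation – Fluo-8 loading 80 min at 37 °C plus 30 min room temperature · Repeats – singlicate, one well per test compound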
CHRM4 antagonist: human M4 muscarinic receptor antagonists, primary screen, CHO cells, Fluo-8 calcium fluorescence | Muscarinic acetylcholine receptor M4 (Homo sapiens), P08173 | CHO-hM4 cells, ACh EC80 | inhibition, % at 3 µM | hit rate 0.73% among 360,000 | AID 624125, 2012;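 active = inhibition above its plate's cutoff, the mean inhibition of sample wells plus 3 SD, cut at about 27% in these data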;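 note: 0% = acetylcholine EC80 with DMSO and 100% = DMSO without agonist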
M1 PAM: human M1 muscarinic receptor positive allosteric modulators, primary screen, CHO-K1 cells, Fluo-8 calcium fluorescence, 1536-well. Muscarinic acetylcholine receptor M1 (Homo sapiens), P11229. CHO-K1 hM1, ACh EC20; 0% = ACh EC20, 100% = maximal ACh. activation, % at 3 µM. hit rate 0.088% among 360,000. AID 588819, 2011; in the data active = activation above about 19%, passing the limit was not always enough
CRFBP-R2 agonist: agonists of CRF-BP/CRF-R2 complex, primary screen, cell-based, HEK293, calcium dye fluorescence, uHTS | calcium dye fluorescence (FLIPR); percent of saturating CRF peptide response | activation, % at 13.2 µM | hit rate 0.46% among 350,000;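 active = activation of at least 50%, plus an integration ratio under a set limit after plate pattern correction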;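 note: plate controls were neutral control wells without compound for no effect and CRF at EC100 for full effect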
CHRM5 agonist: human M5 muscarinic receptor agonists, primary screen, CHO-K1 cells, Fluo-8 calcium fluorescence; hit rate 0.19% among 360,000; CHO-K1 hM5 cells; 0% DMSO wells, 100% maximal acetylcholine response; activation, % at 3 µM; AID 624037, 2012;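 active = activation above the run's mean over test compounds plus 3 SD, cut at about 23% in these data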;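 note: signal is peak over basal fluorescence ratio across the kinetic read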
An asterisk follows results filed as active; x = not tested or not shown.

#	mol	CHRM4 PAM	M4 ag	CHRM5 antagonist	M1 antag	M5 PAM	CHRM4 antagonist	M1 PAM	CRFBP-R2 agonist	CHRM5 agonist
1	O=C(CN(Cc1ccccc1)S(=O)(=O)c1ccc(S(=O)(=O)N2CCOCC2)cc1)Nc1ccccc1	5	0	6	-17	-4	-6	11	0.2	0
2	CCCNC(=O)c1n[nH]c2c1CC(C(C)(C)CC)CC2 (centres undefined)	0	-2	9	0	-5	-7	-2	0.0	-10
3	CC1=NN(C(N)=S)C(=O)C1N=Nc1ccccc1O (centres undefined)	-8	5	-29	0	4	-12	6	7.3	16
4	C=CC#CC1(O)CC(C)N(C)CC1C (centres undefined)	-6	-1	-2	-3	5	3	6	4.2	-7
5	CC(=O)Nc1cncc(-c2ccccc2C(C)=O)n1	-2	2	-6	-12	2	-2	4	x	1
6	CCCn1c(N)c(C(=O)CSc2n[nH]c(-c3ccccc3F)n2)c(=O)n(C)c1=O	3	18	-1	2	-11	-16	7	-1.0	8
7	COC(=O)c1ccc(NN=Nc2ccc(C)cc2)cc1	10	1	-5	-2	5	4	1	2.9	1
8	CCCC(=O)N1CCN(c2ccc(NC(=O)c3ccc(OCC)c([N+](=O)[O-])c3)cc2)CC1	7	4	-8	-6	6	3	6	-1.3	3
9	CCCCn1c(SCC(=O)N(C)C)nnc1-c1ccncc1	-5	1	7	-15	2	5	7	0.6	-4
10	CC(=O)N1/C(=C/c2ccc(N(C)C)cc2)C(=O)c2ccccc21	0	9	13	-3	-3	-7	6	-0.2	2
11	CCOC(=O)C1=NNC(C(=O)c2ccccc2)C1c1ccc(C)cc1 (centres undefined)	-10	-1	3	-9	4	-3	3	-2.5	-8
12	CCOC(=O)C1=CN(Cc2ccco2)S(=O)(=O)NC1c1cccc(OC)c1 (centres undefined)	3	0	-2	-9	-4	-11	3	0.2	1
13	CC(C)(C)CN1C(N)=NC[C@@H]1Cc1ccc(O)cc1	6	-1	0	-21	-3	-10	9	1.8	0
14	Cc1nn(CC(=O)Nc2nnc(CC(=O)N3CCCC3)s2)c(=O)c2ccccc12	0	0	7	-12	2	12	0	-0.2	7
15	CCOc1ccc(N2C(=O)c3cccnc3C2Nc2ccc(Cl)cc2)cc1 (centres undefined)	3	-1	1	-11	-3	-1	8	0.0	-3
16	COc1ccc(C2C(C(=O)N3CCCC3)CC(=O)N2c2ccc(OC)cc2)cc1 (centres undefined)	2	1	6	7	-12	-3	-1	-2.0	-1
17	CCN(CC)S(=O)(=O)c1ccc(N2CCCC2)c(NC(=O)c2ccccc2OC)c1	-3	0	4	-15	-1	-1	2	0.0	-6
18	Cc1ccc(S(=O)(=O)N(C)c2ccc(OC(=O)c3cccs3)cc2)cc1	-5	7	6	0	-18	-6	-7	5.1	0
19	CC(C)CCNC(=O)CN(C(=O)CCC(=O)Nc1ccccn1)c1ccc2c(c1)OCCO2	-1	2	-1	-14	-10	-9	7	-0.1	-3
20	Cc1cc(O)c(C(C)C)cc1N=C1CSC(=O)N1	9	1	0	4	2	-7	-1	-1.8	-1
21	O=C(O)c1nc(Cl)c(Cl)c(N/N=C/c2ccccc2C(F)(F)F)c1Cl	13	-1	5	-9	-1	-27	4	0.2	-6
22	CC(=O)c1ccc(-n2c(SCC(=O)c3c[nH]c4ccccc34)nc3ccccc3c2=O)cc1	-7	9	12	8	-11	5	-9	-0.9	1
23	CCCCCSc1nc2c(c(=O)[nH]c(=O)n2C)n1C(C)C	-4	-1	-8	-2	4	-1	4	-6.4	-1
24	O=C1N=C(N2CCOCC2)SC1=Cc1ccco1	4	1	11	-6	4	-3	3	-1.2	5
25	COc1ccc2c(c1OC)C(=O)OC2c1c(O)nc(SC)n(-c2ccccc2)c1=O (centres undefined)	16	0	3	-12	5	-6	14	-0.8	1
26	CCN1C(=S)N[C@@H](CCc2ccccc2)[C@H](C(=O)OC)[C@H]1C	11	3	-2	-7	-1	-12	6	4.2	-5
27	COc1ccc(NC(=O)CN(C)C(=O)c2cc(-c3cccs3)nn2-c2ccccc2)cc1	-12	15	18	3	-25	14	-3	-0.9	-2
28	O=Cc1ccc(O)cc1O	4	2	2	-5	-5	0	1	2.5	0
29	CCCNC(=O)C(Cc1cccc(Cl)c1)NC(=O)c1ccccc1 (centres undefined)	11	2	-5	-11	6	6	12	0.6	0
30	O=C1COc2ccc(C(=O)COC(=O)COc3ccccc3[N+](=O)[O-])cc2N1	-27	18	1	1	-16	-2	-5	-4.6	-1

An excerpt from above in order of their number in M4 ag, largest number first:
entry	SMILES	M4 ag
30	O=C1COc2ccc(C(=O)COC(=O)COc3ccccc3[N+](=O)[O-])cc2N1	18
26	CCN1C(=S)N[C@@H](CCc2ccccc2)[C@H](C(=O)OC)[C@H]1C	3
28	O=Cc1ccc(O)cc1O	2
24	O=C1N=C(N2CCOCC2)SC1=Cc1ccco1	1
1	O=C(CN(Cc1ccccc1)S(=O)(=O)c1ccc(S(=O)(=O)N2CCOCC2)cc1)Nc1ccccc1	0
23	CCCCCSc1nc2c(c(=O)[nH]c(=O)n2C)n1C(C)C	-1

3 compounds out of the list, sorted by length of the SMILES, largest number first:
#	mol	CHRM4 PAM	M4 ag	CHRM5 antagonist	M1 antag	M5 PAM	CHRM4 antagonist	M1 PAM	CRFBP-R2 agonist	CHRM5 agonist
14	Cc1nn(CC(=O)Nc2nnc(CC(=O)N3CCCC3)s2)c(=O)c2ccccc12	0	0	7	-12	2	12	0	-0.2	7
12	CCOC(=O)C1=CN(Cc2ccco2)S(=O)(=O)NC1c1cccc(OC)c1 (centres undefined)	3	0	-2	-9	-4	-11	3	0.2	1
20	Cc1cc(O)c(C(C)C)cc1N=C1CSC(=O)N1	9	1	0	4	2	-7	-1	-1.8	-1

5 of these compounds in another layout.
(9) CCCCn1c(SCC(=O)N(C)C)nnc1-c1ccncc1
(12) CCOC(=O)C1=CN(Cc2ccco2)S(=O)(=O)NC1c1cccc(OC)c1 (centres undefined)
(26) CCN1C(=S)N[C@@H](CCc2ccccc2)[C@H](C(=O)OC)[C@H]1C
(18) Cc1ccc(S(=O)(=O)N(C)c2ccc(OC(=O)c3cccs3)cc2)cc1
(6) CCCn1c(N)c(C(=O)CSc2n[nH]c(-c3ccccc3F)n2)c(=O)n(C)c1=O

| assay / entry | 9 | 12 | 26 | 18 | 6 |
| --- | --- | --- | --- | --- | --- |
| CHRM4 PAM | -5 | 3 | 11 | -5 | 3 |
| M4 ag | 1 | 0 | 3 | 7 | 18 |
| CHRM5 antagonist | 7 | -2 | -2 | 6 | -1 |
| M1 antag | -15 | -9 | -7 | 0 | 2 |
| M5 PAM | 2 | -4 | -1 | -18 | -11 |
| CHRM4 antagonist | 5 | -11 | -12 | -6 | -16 |
| M1 PAM | 7 | 3 | 6 | -7 | 7 |
| CRFBP-R2 agonist | 0.6 | 0.2 | 4.2 | 5.1 | -1.0 |
| CHRM5 agonist | -4 | 1 | -5 | 0 | 8 |

(more compounds)
#	mol	CHRM4 PAM	M4 ag	CHRM5 antagonist	M1 antag	M5 PAM	CHRM4 antagonist	M1 PAM	CRFBP-R2 agonist	CHRM5 agonist
31	CCCNC(=O)C1(C)CCCN(Cc2ccc3c(c2)OCO3)C1 (centres undefined)	7	1	13	-15	4	-11	10	x	0
32	CCS(=O)(=O)c1nc(S(=O)(=O)c2ccc(Cl)cc2)c(NCCN2CCOCC2)s1	-1	6	-17	-3	4	-20	1	-0.2	-5
33	CCc1ccc(CN2CCSCC2)cc1	-3	0	7	-7	2	6	5	19	-6
34	Cc1cccc(-c2c(NC(=O)c3ccco3)oc3c(C)cccc3c2=O)c1	0	2	18	10	-8	-1	-6	1.1	-3
35	CC(=O)OC(C(=O)Nc1nccs1)c1ccccc1 (centres undefined)	-1	0	1	-15	0	-5	12	3.0	0
36	COc1ccccc1C(=O)NCCNC(=O)c1ccc(C)nc1	10	1	1	-8	5	-9	5	4.0	-3
37	CCOC(=O)C1=C(NC(=S)NC(=O)c2ccccc2)c2ccccc2CC1(C)CC (centres undefined)	-28	14	13	20	-15	22	-4	5.6	5
38	O=C(CSc1ccccc1)Nc1nc2ccccc2[nH]1	0	2	-6	-1	6	-2	-1	-2.4	2
39	COC(=O)CC1COc2ccccc2N1C(=O)c1ccc(C(C)(C)C)cc1 (centres undefined)	-10	-2	3	-1	-5	4	-3	1.6	-2
40	CCOc1ccc(NC(=O)COC(=O)c2n[nH]c3ccccc23)cc1	-4	11	11	-15	0	-7	6	-3.4	5
41	O=C(CNC(=O)c1cccs1)NCCc1ccco1	-4	0	15	5	-10	3	-2	1.2	2
42	Cc1ccc(C(=O)CCC(=O)Nc2ccc(Cl)c(S(=O)(=O)Nc3cccc(Cl)c3)c2)cc1	15	1	3	1	-3	-3	1	0.1	-3
43	NC(=O)CC(NC(=O)c1ccccc1)c1ccc(N2CCCCCCC2)c([N+](=O)[O-])c1 (centres undefined)	10	4	9	6	0	4	6	-1.5	2
44	CCOC(=O)C1=C(N)N(c2ccccc2)C(=O)C1	18	1	4	-33	-3	2	3	-4.0	-3
45	COc1cccc(/C=C2/SC(=O)N(CC(=O)N3CCc4ccccc4C3)C2=O)c1OCC(=O)O	0	-2	-9	-1	2	9	0	1.0	3
46	Cn1c(SCC(=O)N2CCCC2)nnc1-c1ccc2c(c1)OCO2	-1	3	7	-16	-2	3	12	0.7	-3
47	COc1ccc(C)cc1S(=O)(=O)n1ccnc1C	7	1	3	0	-4	-2	8	-0.1	-3
48	CC1CCN(S(=O)(=O)c2ccc3ncn(CC(=O)N(C)C4CCCCC4)c(=O)c3c2)CC1	1	1	6	-2	10	-7	2	7.0	-1
49	CCn1cnc2cc(NS(=O)(=O)c3ccc(OC)c(OC)c3)ccc21	-6	2	-4	11	-1	1	-2	-3.4	-4
50	COc1ccc2c(c1)C(NC(C)=O)C(=O)N2CCc1ccccc1 (centres undefined)	-7	1	12	-6	0	3	5	-2.2	0
51	CC(C)c1ccc(C(=O)CSc2n[nH]c(-c3ccncc3)n2)cc1	-5	10	6	6	-12	-2	-9	-0.3	0
52	CCCCN1C(=O)C(CC(=O)NC2CCCCC2)CC(C(=O)N(CC)CC)=C1C (centres undefined)	-1	0	-6	4	0	1	-1	-0.9	0
53	Cc1cc(C(=O)Cn2nc(C(=O)O)c3ccccc3c2=O)c(C)n1CC(F)(F)F	-9	9	7	-6	-1	11	5	-2.3	-2
54	OCCN(CCO)Cc1csc2ccccc12	18	0	-2	-5	3	5	7	1.2	0
55	N#CCCN1CCN(C(=S)c2ccc(-c3cccc(Cl)c3)o2)CC1	-5	5	6	-6	-7	7	-3	-3.0	-3
56	O=S(=O)(c1ccc(NC(=S)N/N=C/c2cccc(Oc3ccccc3)c2)cc1)N1CCOCC1	4	1	4	6	-4	4	-4	-0.2	-1
